Screens (PubChem BioAssay)
Cardio protect: myocardial damage modulation in H9c2 cells; H9c2 cardiomyocytes, H2O2 injury protection, ATPLite, 2 h; protection from H2O2 cell death, % at 20 µM; 360,000 tested, 0.63% active; AID 588492;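 active = compounds giving at least 50% protection of heart cells from peroxide-induced death in the single-dose screen, raw or plate-pattern-corrected value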;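 note: 0% = DMSO wells with peroxide and 100% = DMSO wells without peroxide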
Shn3 3UTR inh: inhibitors of Schnurri-3 3'UTR reporter in osteoblasts; inhibition, % at 12.5 µM; 360,000 tested, 0.52% active; Clone20 osteoblast Shn3 3'UTR firefly luciferase, 24 h;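 active = mean inhibition of at least 75% with every replicate also reaching 75%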;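 note: 0% = median of neutral control wells and 100% = pilot-screen positive control compound; some compounds past the cut are filed as inactive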
TRPM1 prom inh: inhibitors of MITF-driven TRPM1 promoter in melanoma cells; 330,000 tested, 0.83% active; AID 488899; SK-MEL-5 TRPM1 promoter luciferase, 24 h; inhibition, % at 12.5 µM;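 active = mean inhibition across replicates of 60% or more, whatever share of single replicates reaches that level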; note: values of inactives mirror those of a sister screen read the other way
iPSC survival up: increases survival of single human iPS cells; hiPSC single-cell survival, ATPlite luminescence; 100% = ROCK inhibitor wells, 0% = DMSO; survival enhancement, % at 20 µM; 360,000 tested, 0.044% active; AID 602274; in the data active = survival enhancement above about 18%;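 note: cells exposed to compounds for 16 hours before the ATP read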
NR2E3 ag-1: activates human NR2E3 receptor; 360,000 tested, 0.35% active; AID 602229; CHO-S Gal4-NCOR/VP16-NR2E3 two-hybrid, luciferase; Q9Y5X4; inhibition of corepressor binding, % at 3.98 µM;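 active = inhibition above the mean of all tested compounds plus 3 SD, cut at about 70% in these data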;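 note: 0% = DMSO with NR2E3 transfected cells and 100% = cells lacking NR2E3 construct; higher means lower luciferase signal from less NR2E3 corepressor binding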
Target sequence (Q9Y5X4 whole entry, looked up, the tested form may be a part): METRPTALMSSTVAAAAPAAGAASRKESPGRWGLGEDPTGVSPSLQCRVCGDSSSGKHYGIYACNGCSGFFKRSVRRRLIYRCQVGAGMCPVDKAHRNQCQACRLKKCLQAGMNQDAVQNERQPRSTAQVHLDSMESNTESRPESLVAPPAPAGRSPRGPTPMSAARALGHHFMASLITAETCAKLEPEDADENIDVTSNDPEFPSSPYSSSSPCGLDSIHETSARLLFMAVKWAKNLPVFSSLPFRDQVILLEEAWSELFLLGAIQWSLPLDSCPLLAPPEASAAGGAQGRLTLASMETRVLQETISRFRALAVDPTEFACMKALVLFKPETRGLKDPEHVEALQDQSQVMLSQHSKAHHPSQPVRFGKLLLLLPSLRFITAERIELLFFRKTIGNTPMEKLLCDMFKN
HIF-2a inh: HIF-2a inhibition; AID 624352; 786-0 RCC cells HIF-2a reporter, luciferase luminescence, overnight; 360,000 tested, 0.72% active; inhibition, % at 18.8 µM;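 active = inhibition of the luminescence signal of 40% or more relative to plate controls, in a single-dose primary screen at 18.75 µM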
HTR2A ag: mouse HTR2A agonism via beta-arrestin recruitment; P35363; CHO-K1 mHTR2A beta-arrestin complementation, luminescence; percent of 30 µM serotonin response; activation, % at 7.6 µM; 360,000 tested, 0.66% active;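 active = activation above a run cutoff, the mean activation of all tested compounds plus 3 SD, cut at about 14% in these data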;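 note: 0% = plate median of compound wells and 100% = 30 µM serotonin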
Target sequence (P35363 whole entry, looked up): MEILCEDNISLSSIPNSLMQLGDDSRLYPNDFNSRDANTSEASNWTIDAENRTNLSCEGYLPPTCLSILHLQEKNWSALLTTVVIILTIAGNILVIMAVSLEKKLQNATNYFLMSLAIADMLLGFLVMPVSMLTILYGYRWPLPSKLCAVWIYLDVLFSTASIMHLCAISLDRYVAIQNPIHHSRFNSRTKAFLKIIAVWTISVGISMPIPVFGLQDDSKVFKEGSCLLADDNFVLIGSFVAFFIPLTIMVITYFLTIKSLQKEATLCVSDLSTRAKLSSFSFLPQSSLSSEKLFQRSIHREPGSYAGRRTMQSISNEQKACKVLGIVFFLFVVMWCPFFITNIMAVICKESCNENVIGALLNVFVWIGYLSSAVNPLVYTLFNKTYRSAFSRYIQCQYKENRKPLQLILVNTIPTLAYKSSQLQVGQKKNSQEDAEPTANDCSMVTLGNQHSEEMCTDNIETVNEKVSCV
CaV13 ICDI inh: Primary screen for inhibitors of IQ motif and Ca2+-dependent inactivation inhibitor domain binding in CACNA1D, Förster resonance energy transfer in living cells, … | HEK cells, CFP/YFP FRET ICDI-IQ, plate reader, 10 min; percent FRET-ratio fall versus neutral wells | inhibition, % at 12.3 µM | 340,000 tested, 0.098% active;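 active = mean replicate inhibition of at least 30% and at least 1% of replicates passing that level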;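 note: 0% = median of the neutral control wells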
NR2E3 ag-2: NR2E3 (human) agonism. GST-NR2E3/biotin-RetCOR TR-FRET, 1536-well. Q9Y5X4. AID 2300. 320,000 tested, 0.12% active. inhibition of corepressor binding, % at 4.78 µM;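 active = percent inhibition above the cutoff of mean plus 3 SD of all tested compounds, set per screening campaign, cut at about 20% in these data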;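 note: 0% = DMSO wells and 100% = biotin wells as full block of FRET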
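Test system – NR2E3–RetCOR corepressor complex · Quantity – NR2E3 fusion 1.35 nM · Buffer or medium – Tris pH 7.5 · Incubation – Compound–protein incubation for 5 h at 4 °C · Technique – TR-FRET, Eu(K)-anti-GST donor, streptavidin-D2 acceptor, ex 340, em 617/671 nm · Evaluation – percent inhibition of 671/617 nm emission ratio versus biotin and DMSO controls · Plate – 1536-well format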
Peg3 promoter: reduces Peg3 promoter-driven luciferase expression in HeLa | HeLa PEG-Prom luciferase reporter, luminescence, overnight | inhibition, % at 20 µM | 360,000 tested, 1.7% active | AID 588405;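 active = inhibition of at least 50% at 20 µM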
PDI inh: blocks human protein disulfide isomerase activity; P07237; PDI insulin aggregation turbidity, A650, 90 min; inhibition, % at 10 µM; 350,000 tested, 0.052% active; AID 588391;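 active = mean inhibition across replicates of 30% or more, whatever share of single replicates reach that level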;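 note: absorbance from insulin aggregation driven by PDI reduction with DTT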
The depositor's hits bear a star; . = not tested or not shown.

The line under a structure holds: Cardio protect, Shn3 3UTR inh, TRPM1 prom inh, iPSC survival up, NR2E3 ag-1, HIF-2a inh, HTR2A ag, CaV13 ICDI inh, NR2E3 ag-2, Peg3 promoter, PDI inh
- Cn1cc([N+](=O)[O-])c(C(=O)Nc2ccc(-c3nc4ccccc4o3)cc2)n1
  -2, 7, 49, -0.8, -55, -35, 5, -2, 6, 51*, 1
- C=CCn1c(-c2cccc(S(=O)(=O)N3CCOCC3)c2)n[nH]c1=S
  2, -13, 0, -0.3, -18, 11, -3, -6, ., 7, 0
- NC(=O)c1ccc(NC(=O)c2ccc3c(c2)OCO3)cc1
  -8, -92, -77, 0.5, -81, -165, 1, -9, -1, -156, 18
- COc1cccc(S(=O)(=O)N(C)C[C@H]2OCc3cnnn3CCCC(=O)N([C@@H](C)CO)C[C@H]2C)c1
  -2, 15, ., 7.1, -8, 6, -6, -5, ., 2, 0
- O=C(NCCN1CCOCC1)c1noc2c1CCc1ccccc1-2
  5, -40, -51, 4.7, -97, -158, -2, -7, 1, -183, 6
- CC(C)(C)OC(=O)N1CCC[C@@H]1C(=O)N1CCC(C(=O)O)CC1
  2, 11, 9, -1.2, -4, 13, -2, -5, 2, -4, 15
- CCOc1cc(/C=C(\C#N)C(=O)NCC2CCCO2)ccc1O (configuration not stated)
  -5, 7, 1, 0.6, -2, 12, 3, -15, 2, 10, -5
- CC(C)c1ccccc1OCCNC(=S)NC(=O)c1cccnc1
  -3, 6, 6, -0.4, -10, 21, -4, -4, 3, 26, 3
- COc1ccc(Nc2nc3ccccc3nc2NS(=O)(=O)c2cccs2)cc1
  -14, -12, -1, 2.5, -7, -12, 7, -3, 1, 11, 10
- CC(=O)N1CCN(c2ccc(NC(=O)c3ccccc3Cl)cc2)CC1
  7, 23, -1, 0.0, -14, -8, 2, -4, 2, -9, 7
- O=C(c1cccc(Cl)c1)N(Cc1cccs1)C1CCS(=O)(=O)C1 (configuration not stated)
  6, -19, 6, 0.6, -14, 18, 6, ., 4, 3, 0
- O=C(CN1C(=O)C2CC=CCC2C1=O)NC1CCCc2ccccc21 (configuration not stated)
  3, 1, 9, -3.1, -4, 25, -3, -4, -2, 5, 2
- Cc1cc2nc(SC(C)C(=O)O)[nH]c2cc1C (configuration not stated)
  -7, 22, -5, -1.5, -23, 0, -2, -5, 0, 1, 4
- CC(=O)Nc1ccc(NC(=O)c2ccccc2Sc2ccc([N+](=O)[O-])cc2Cl)cc1
  5, -10, -2, -5.4, -23, 31, -4, -6, 2, 15, -8
- O=C(CCC1CCCCC1)Nc1nncs1
  -3, 18, 17, 0.0, -23, 2, -1, -5, 1, -13, -3

Taken from above.
O=C(CN1C(=O)C2CC=CCC2C1=O)NC1CCCc2ccccc21 (configuration not stated) in NR2E3 ag-2 → -2
Cn1cc([N+](=O)[O-])c(C(=O)Nc2ccc(-c3nc4ccccc4o3)cc2)n1 in CaV13 ICDI inh → -2
O=C(c1cccc(Cl)c1)N(Cc1cccs1)C1CCS(=O)(=O)C1 (configuration not stated) in iPSC survival up → 0.6

The main list resumes with the two entries that preceded the break.
The line under a structure holds: Cardio protect, Shn3 3UTR inh, TRPM1 prom inh, iPSC survival up, NR2E3 ag-1, HIF-2a inh, HTR2A ag, CaV13 ICDI inh, NR2E3 ag-2, Peg3 promoter, PDI inh
- CC(=O)Nc1ccc(NC(=O)c2ccccc2Sc2ccc([N+](=O)[O-])cc2Cl)cc1
  5, -10, -2, -5.4, -23, 31, -4, -6, 2, 15, -8
- O=C(CCC1CCCCC1)Nc1nncs1
  -3, 18, 17, 0.0, -23, 2, -1, -5, 1, -13, -3
- Cc1ccc(C)c(NC(=O)CSc2nnc(CNC(=O)c3ccco3)n2C)c1
  1, 0, 7, -0.2, -9, 20, 4, -2, 1, 0, 0
- N#CCC(=O)N1CCn2c1nc1ccccc12
  7, -8, 11, -1.9, -4, 0, 5, -2, 1, 6, 5
- CCCn1c(SC(C)C(=O)NCC2CCCO2)nc2sc(CC)cc2c1=O (configuration not stated)
  0, 0, 15, 1.3, 12, 18, 3, ., 2, 5, -3
- NS(=O)(=O)c1ccc(NC(=O)CN2C(=O)CCC2=O)cc1
  1, 11, -4, -0.2, -53, 11, 8, -2, 0, 15, -2
- C#CCOCCOCCOCCNc1nc(N2CCN(C(=O)Cn3cc(CCO)nn3)CC2)nc(N2CCN(C(=O)[C@H](C(C)C)n3cc(CCO)nn3)CC2)n1
  1, 3, -2, 2.4, -8, 3, -6, -11, -3, -6, 1
- NC(=S)NN=CCn1cc([N+](=O)[O-])c(=O)[nH]c1=O
  2, -28, 4, 1.7, -31, -3, 2, -10, ., 6, -48
- CN1c2ccsc2/C(=N/Nc2ccc(F)cc2)CS1(=O)=O
  -12, -32, -13, -0.5, -99, -194, -5, -3, -3, -228, 19
- OCCC1CN(Cc2ccc(F)cc2)CCN1CCc1ccccc1 (configuration not stated)
  2, 3, 0, -0.3, -8, 5, 4, -20, 0, -5, -6
- O=C1/C(=C/c2ccccc2)CN(C(=O)CCN2CCOCC2)C/C1=C\c1ccccc1
  -9, 7, 101*, 10, 21, 85*, 2, -7, ., 96*, -4
- CCOc1c(Br)cc(CNCc2cccs2)cc1OC
  -1, -7, 11, 5.0, -2, 18, 0, -4, -1, 11, 2
- CCc1ccc(NC(=S)Nn2cnnc2)cc1
  -3, 0, -12, -0.5, -18, 3, -3, -6, 1, 12, -5
- O=C1C2C3CCC(C3)C2C(=O)N1CNc1ccccc1 (configuration not stated)
  6, -12, 6, -0.2, -24, 9, 1, -2, 0, 8, -5
- Cc1noc(C)c1C(=O)N1CCCC(C)(C(=O)NS(=O)(=O)C2CC2)C1 (configuration not stated)
  6, -2, ., 0.6, -3, 11, -1, -10, ., -10, 5
- COc1cc2[nH]c(=S)n(NC(=O)CC(C)C)c(=O)c2cc1OC
  6, -25, -6, -1.0, 1, 5, -4, -10, -1, 7, -6
- CCO[C@@H]1OC(C(=O)N2CCCCCCC2)=C[C@H](c2ccc(C(F)(F)F)cc2)[C@H]1CCCO
  -2, 18, -2, 1.5, 19, 15, -6, -10, -1, 7, 5

Reprinted from the part before: three compounds, then new ones.
SMILES | Cardio protect | Shn3 3UTR inh | TRPM1 prom inh | iPSC survival up | NR2E3 ag-1 | HIF-2a inh | HTR2A ag | CaV13 ICDI inh | NR2E3 ag-2 | Peg3 promoter | PDI inh
Cc1noc(C)c1C(=O)N1CCCC(C)(C(=O)NS(=O)(=O)C2CC2)C1 (configuration not stated) | 6 | -2 | . | 0.6 | -3 | 11 | -1 | -10 | . | -10 | 5
COc1cc2[nH]c(=S)n(NC(=O)CC(C)C)c(=O)c2cc1OC | 6 | -25 | -6 | -1.0 | 1 | 5 | -4 | -10 | -1 | 7 | -6
CCO[C@@H]1OC(C(=O)N2CCCCCCC2)=C[C@H](c2ccc(C(F)(F)F)cc2)[C@H]1CCCO | -2 | 18 | -2 | 1.5 | 19 | 15 | -6 | -10 | -1 | 7 | 5
CCOC(=O)N1CCN(C(=O)CNC(=O)c2ccc(Br)cc2)CC1 | -10 | 5 | -5 | -0.3 | -32 | 13 | 6 | -6 | 0 | 3 | -3
CC(=O)NC(Cc1ccccc1)C(C)=O (configuration not stated) | 2 | -1 | -8 | -0.5 | -4 | 8 | 0 | -7 | 4 | -2 | 5
CCOC(=O)C1CCCN(CC(=O)Nc2cccc(C(C)=O)c2)C1 (configuration not stated) | -2 | -1 | -5 | 0.0 | -9 | 4 | 0 | 5 | -5 | 4 | 16
c1ccc(CCc2cn(C[C@H]3CC[C@@H]([C@@H]4CC[C@H](Cn5cc(CCc6ccccc6)nn5)O4)O3)nn2)cc1 | 34 | -8 | 3 | 2.0 | 10 | 9 | 14 | -5 | -1 | 7 | -4
c1ccc(C2[C@H]3CN(CC4CCCCC4)[C@H](c4ccccc4)C34CC2(c2cccnc2)C4)cc1 (some centres not stated) | -18 | 4 | -9 | -1.2 | 6 | 13 | -6 | -9 | 0 | 15 | 1
Clc1ccc(NC2=NCCC2)cc1Cl | 6 | -6 | -16 | 8.9 | -7 | 4 | 2 | . | 2 | 20 | -49
O=C(CNC(=O)c1ccccc1)NCC(=O)OCC(=O)c1ccccc1 | 0 | 3 | -8 | 2.0 | -2 | 10 | -2 | -5 | 3 | 0 | 3
CCOc1ccc(-n2c(COc3ccccc3)nnc2SCC(N)=O)cc1 | 2 | 20 | 11 | 0.5 | -18 | 5 | -2 | -14 | 2 | 7 | -7
CC(=O)N1CCCc2cc(S(=O)(=O)N3CCC(C)CC3)ccc21 | 0 | -4 | 2 | -1.9 | -15 | 10 | -4 | -4 | 5 | -3 | 0
CCOc1ccc(S(=O)(=O)n2cc(F)c(=O)[nH]c2=O)cc1[N+](=O)[O-] | -4 | 13 | -6 | -0.2 | -17 | 8 | 3 | -6 | -1 | -4 | -4
CCC(C)(C)NC(=O)C1CCN(S(=O)(=O)c2cccs2)CC1 | 1 | -5 | -11 | -0.7 | -16 | 6 | -4 | -5 | . | -1 | 5
Cc1ccc(SCCC(=O)NNC(=O)c2ccccc2F)cc1 | -1 | 10 | 5 | -1.6 | 27 | 6 | -1 | -5 | . | 6 | -2
Cc1ccc(SCc2cc(=O)[nH]c(/N=C(\N)Nc3ccc(C)c(C)c3)n2)cc1 | -4 | 53 | 9 | -2.2 | 3 | 11 | -8 | -7 | 1 | 27 | -3
CCCCN(C(=O)/C=C/c1ccc(OC)cc1)C1CCS(=O)(=O)C1 (configuration not stated) | 2 | -14 | 9 | 0.0 | 11 | -3 | 0 | -6 | 0 | -4 | -4
O=C(CNC(=O)c1ccco1)Nc1cccc(Cl)c1 | 5 | -13 | 13 | 0.8 | -40 | -111 | -3 | -23 | -2 | 16 | 0
CCc1ccc(OCC(=O)NC(=S)Nc2ccc(C(C)=O)cc2)c(Br)c1 | -3 | -12 | -3 | -2.8 | -6 | -2 | 6 | -9 | -3 | -1 | 4
COC(=O)N1CC=CC1(C)C(=O)NCc1cc(F)cc(C(F)(F)F)c1 (configuration not stated) | 10 | -18 | -11 | -1.8 | -19 | -38 | -7 | -12 | 0 | -22 | -2
COc1cc(NC(=O)c2ccc(-c3cn[nH]c3)c3ccoc23)cc(OC)c1OC | 66* | 1 | . | 2.3 | -37 | -54 | 4 | -5 | . | 15 | -1
